Screening data as filed in PubChem BioAssay.
GLA spleen mod: inhibitors or activators of human alpha-galactosidase in spleen homogenate | human spleen homogenate, 4MU-alpha-Gal fluorescence, 40 min | Potency, µM (series often up to 80 µM), inactives show top-dose activity change, negative = inhibition, usual class: inhibitors | 0.008% of 240,000 active | AID 2107;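 further: potency means the concentration at half of the fitted maximal effect; 0% = enzyme with vehicle and -100% = no enzyme basal signal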
Target sequence (P06280 32-429 limits assumed): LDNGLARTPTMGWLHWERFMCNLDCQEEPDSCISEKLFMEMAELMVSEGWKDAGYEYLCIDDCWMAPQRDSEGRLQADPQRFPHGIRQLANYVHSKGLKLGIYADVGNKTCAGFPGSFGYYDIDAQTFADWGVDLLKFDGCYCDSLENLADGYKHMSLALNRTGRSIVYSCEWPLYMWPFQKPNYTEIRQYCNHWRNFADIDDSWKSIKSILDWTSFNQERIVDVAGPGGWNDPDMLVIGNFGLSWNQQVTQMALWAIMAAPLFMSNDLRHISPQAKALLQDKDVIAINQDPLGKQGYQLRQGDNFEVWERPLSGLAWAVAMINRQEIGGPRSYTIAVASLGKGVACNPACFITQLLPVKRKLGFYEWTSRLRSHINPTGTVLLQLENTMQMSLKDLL
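Fluorogenic readout (Ex 365/Em 440 nm) of 4-methylumbelliferone released from 1 mM 4-MU-alpha-galactoside by spleen homogenate, 40 min at 37C, pH 5.0. Data normalized to no-enzyme and enzyme controls; Hill-equation AC50 from compound titrations.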
CBFb-RUNX1 inh: inhibitors of human CBF-beta and RUNX1 interaction; Q01196+Q13951; AlphaScreen CBFb-His/RUNX1-biotin binding, biochemical; Potency, µM (doses to about 59.8 µM), for inactives: at the top dose activity, negative = inhibition, usual class: inhibitors; 230,000 tested, under 10 active; further: % of control where 0% means no effect
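Bead-based AlphaScreen assay; binding partners His-tagged CBF-beta and biotinylated RUNX1 at 30 nM each. Compound exposure 15 min after a 20-min protein preincubation; bead step 90 min; all steps at room temperature.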
TexasRed fluor: counter-screen for TRb-SRC2 inhibitors: fluorescence interference; 0.29% of 280,000 active; AID 1479; Potency, µM (top dose mostly 106 µM), for inactives: top-dose fluorescence change, negative = quenching; TRb/SRC2 Texas Red total fluorescence interference; active means well fitted curve in either direction with a large enough effect; inconclusive means small, poorly fitted or top-dose-only effect; further: potency means the concentration at half of the fitted maximal effect; on the % scale 0 is the no-effect control and ±100 the full control effect
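Flags fluorescent or light-absorbing compounds by total fluorescence, S + 2P, at 555 nm excitation and 632 nm emission. Mixture: 20 nM Texas Red SRC2 peptide, 0.6 uM human TRb LBD, 1 uM T3, 5% DMSO; compound exposure 5 h at ambient temperature.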
TRb SRC2 PPI: inhibitors of human thyroid hormone receptor beta-SRC2 interaction | P10828 | TRbeta-SRC2 peptide binding, fluorescence polarization; receptor liganded with 1 µM T3 | Potency, µM (top dose mostly 106 µM), for the others: at the highest dose activity change, negative = inhibition, most hits filed as inhibitors | 0.065% of 280,000 active | AID 1469;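 further: potency means the concentration at half of the fitted maximal effect; plate controls were bound peptide for no effect and peptide without receptor for full effect; nearly all actives have a fitted effect of over 50% in size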
Target sequence (P10828 whole entry, looked up): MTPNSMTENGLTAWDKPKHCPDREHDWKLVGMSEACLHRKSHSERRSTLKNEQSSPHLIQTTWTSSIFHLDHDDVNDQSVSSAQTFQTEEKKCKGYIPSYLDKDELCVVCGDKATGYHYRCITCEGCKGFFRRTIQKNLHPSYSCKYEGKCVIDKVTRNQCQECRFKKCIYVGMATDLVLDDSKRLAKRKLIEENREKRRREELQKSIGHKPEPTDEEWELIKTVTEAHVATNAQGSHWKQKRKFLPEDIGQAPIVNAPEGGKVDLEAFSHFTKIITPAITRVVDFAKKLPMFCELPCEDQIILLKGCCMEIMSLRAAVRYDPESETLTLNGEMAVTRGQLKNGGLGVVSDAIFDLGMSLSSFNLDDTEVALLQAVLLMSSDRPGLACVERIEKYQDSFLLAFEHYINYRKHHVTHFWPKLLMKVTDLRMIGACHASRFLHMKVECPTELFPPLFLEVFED
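Binding of a 20-amino-acid Texas Red SRC2 peptide (20 nM) to TRb ligand-binding domain (0.6 uM) with agonist T3 at 1 uM was followed by fluorescence polarization after a 5 hr room-temperature incubation.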
Epigenetic reg: regulators of epigenetic silencing causing reporter derepression in mouse cells. Potency, µM (doses to about 53.9 µM), for inactives: at the top dose GFP activation, most hits filed as activators. murine LDR cells, GFP reporter derepression, 30 h. 0.2% of 280,000 active. AID 1865; further: potency means the concentration at half of the fitted maximal effect; % of control where 0% means no effect; nearly all actives have a fitted effect of over 60% in size
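GFP-positive cell count by laser-scanning cytometry (objects 20–120 um) after 30 h, 37 C compound exposure of murine LDR cells; reporter is CMV-GFP integrated at a silenced locus, inducible by HDAC or DNMT inhibitors.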
NPSR antag: blocks cAMP signaling of the human neuropeptide S receptor. Q6W5P4. Potency, µM (top dose mostly 38.3 µM), inactives show top-dose activity change, negative = inhibition, hits mostly inhibitors. 1% of 220,000 active. CHO-NPSR cells, cAMP TR-FRET, antagonist mode; further: potency means the concentration at half of the fitted maximal effect; on the % scale 0 is the no-effect control and ±100 the full control effect; nearly all actives have a fitted effect of over 50% in size; many of its hits are not listed in these tables
Tau fluor counter: counter-screen for tau fibril formation inhibitors | tau K18 P301L Alexa594 fluorescence, heparin fibrillization | Potency, µM (doses to about 57.7 µM), for inactives: at the highest dose activity change, negative = decrease | 0.93% of 280,000 active; further: potency means the concentration at half of the fitted maximal effect; on the % scale 0 is the no-effect control and ±100 the full control effect; nearly all actives have a fitted effect of over 55% in size
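Human tau K18 P301L (15 uM unlabeled, 0.24 uM Alexa 594-labeled) in 100 mM sodium acetate pH 7 with 20 uM heparin, 6 hr at 37 C. ThT 30 uM added, 1 hr ambient; Alexa 594 FP and total fluorescence read at 555/632 nm.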
Tau FP inhib: blocks human tau fibril formation measured by polarization; K18 P301L tau heparin fibrillization, Alexa594 FP, 6 h; Potency, µM (titrated, usually from 57.7 µM), for the others: at the highest dose activity, negative = inhibition, hits mostly inhibitors; 0.39% of 280,000 active; AID 1468; further: potency means the concentration at half of the fitted maximal effect; on the % scale 0 is the no-effect control and ±100 the full control effect; nearly all actives have a fitted effect of over 55% in size
Target sequence (P10636 561-689 P618L limits assumed): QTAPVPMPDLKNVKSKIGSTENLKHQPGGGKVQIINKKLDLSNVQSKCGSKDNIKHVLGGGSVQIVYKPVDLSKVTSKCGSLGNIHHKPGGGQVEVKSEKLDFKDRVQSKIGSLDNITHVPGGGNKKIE
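Recombinant K18 P301L […], labeled with Alexa 594 at 0.24 uM over 15 uM unlabeled; heparin inducer 20 uM final; 37 C, 6 hr; FP endpoint.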
An asterisk follows results filed as active; ? = inconclusive; / = not tested or not shown; [ ] = remark or other dose. Unless noted, the call rests on the fitted dose curve; in most records, active means well fitted curve in the direction sought with a large enough effect; inconclusive means small, poorly fitted or top-dose-only effect, or another doubt; inactive means no such curve, though single readings can be large; an effect the other way counts as inactive or inconclusive. A portion of the library; the hit share may differ from the screen's.

SMILES | GLA spleen mod | CBFb-RUNX1 inh | TexasRed fluor | TRb SRC2 PPI | Epigenetic reg | NPSR antag | Tau fluor counter | Tau FP inhib
CCCN(CCC)c1nc(Cl)nc(NCCN2CCOCC2)n1 | 6.8% | -7.7% | -3.1% | 2.4% | 0.2% | -9.5% | 6.1% | 7.2%
COc1ccc(-c2nc3sc(CCNC(=O)c4ccco4)c(C)n3n2)cc1 | / | / | 0.0% | -8.6% | 0.0% | / | -16.6% | -7.5%
CCSc1nnc(NC(=O)CSc2nnc(Cc3cccn3C)n2-c2ccc(C)cc2)s1 | 4.7% | -27.2% | 2.8% | 3.1% | 0.0% | -20.6%[46.1 µM] | 7.1% | -9.0%
COc1ccc(COC(=O)N/N=C2/C[C@@H](O)[C@@H](O)[C@@H]3[C@@H]4C(=O)N(C(C)(C)C)C(=O)[C@H]4CC[C@H]23)cc1 | 2.0%[17.5 µM] | -7.6%[13.1 µM] | -0.8%[11.2 µM] | 1.0%[11.2 µM] | 0.0%[10.1 µM] | / | -3.8%[11.6 µM] | 2.6%[11.6 µM]
CCOC(=O)c1c(NC(=O)C(C)Sc2cn(CCNC(=O)c3ccc(OC)cc3)c3ccccc23)sc2c1CCC2 (stereo not given) | / | / | 1.9% | 9.6% | -0.2% | / | -21.4% | -8.4%
CCN1CCN(c2ncc(C(=O)N3CCCc4ccccc43)c3ccccc23)CC1 | -15.4% | 2.4% | 0.3% | -20.5% | -1.0% | -2.6%[46.1 µM] | 6.6% | 8.6%
CC(C)(C)NC(=O)C(c1cccs1)N(CC1CCCO1)C(=O)c1ccc(-c2ccccc2)[nH]1 (stereo not given) | 10.0% | -10.7% | -7.3% | 3.6% | 0.0% | ? | -7.2% | 6.3%
N/C(COc1ccc(Cl)cc1Cl)=N\O | -2.7% | 2.3% | -1.6% | 2.3% | 0.5% | -26.0% | -15.3% | -8.0%
Cc1nc(N2CCN(C)CC2)[nH]c(=O)c1Cc1cccc2ccccc12 | ? | 1.3% | -2.2% | 2.8% | -3.4% | 8.8%[46.1 µM] | 5.9% | -5.0%
CC(=O)NCCc1nc2ccccc2n1CCOc1ccccc1 | -7.1% | 7.6% | -0.4% | -6.4% | -0.9% | 8.0% | -5.0% | -5.2%
O=C(O)CCn1[nH]c(=O)c2ccccc2c1=O | 3.7% | 2.7% | -5.8% | 1.1% | 0.8% | -0.9%[46.1 µM] | -14.0% | -3.8%
CCSc1nnc(NC(=O)c2cc(-c3ccc(C)c(C)c3O)n[nH]2)s1 | -8.2% | -2.6% | -4.3% | 10.5% | 0.0% | 14.2% | -9.2% | -5.9%
CCOc1ccc(NC(=O)Cn2nnc(-c3ccccc3NC(=O)c3cccs3)n2)cc1 | 0.8% | -2.9% | -2.9% | 0.1% | 4.0% | -14.2%[46.1 µM] | ? | ?
CCn1cc(C(=O)NCc2ccco2)c(=O)c2cc(S(=O)(=O)N3CCc4ccccc4C3)ccc21 | 5.6% | -9.1% | -3.5% | -8.1% | 0.9% | -27.1%[46.1 µM] | -22.7% | -11.8%
CCOC(=O)c1ccc(-n2c(-c3ccco3)nc3ccccc3c2=O)cc1 | -2.8% | 2.5% | -0.9% | -7.5% | -0.9% | -20.6%[46.1 µM] | -1.8% | -6.2%
CCCN1CCc2nc(N3CCN(C)CC3)ncc2C1 | / | / | -2.0% | 4.4% | -2.9% | / | -11.8% | -5.3%
CC(NC(=O)CCCn1c(=O)c2cccn2c2cccnc21)c1ccccc1 (stereo not given) | / | / | -0.3% | 9.4% | -0.4% | / | -7.3% | -1.0%
CCCn1c(SCC(=O)NCC2CCCO2)nc2c1c(=O)n(C)c(=O)n2C (stereo not given) | -10.6% | 0.6% | -0.9% | -12.7% | 0.0% | -11.4%[46.1 µM] | -4.8% | -11.4%
COc1ccc(S(=O)(=O)Nc2ccccn2)cc1C | -4.9% | 11.2% | 1.0% | -10.7% | -6.0% | 16.8% | -3.8% | 1.9%
Cc1cccc(-n2c(=S)[nH]c3nc4c(cc3c2=O)COC(C)(C)C4)c1 | -12.7% | ? | -2.0% | -4.5% | -0.3% | 43.3% | -7.4% | -7.5%
Cc1[nH]n(-c2ccccc2)c(=S)c1C=NCCCN=Cc1c(C)[nH]n(-c2ccccc2)c1=S | -5.2% | -0.6% | 2.3% | 1.5% | -0.4% | -23.2% | -25.4% | -8.9%
CC(=O)Nc1ccc(S(=O)(=O)NCCc2ccccc2)cc1 | -15.8% | 3.2% | 2.2% | -15.4% | 1.2% | ? | -11.8% | -8.3%
Cc1cc(C)c(C(=O)Nc2ccc(S(=O)(=O)Nc3onc(C)c3C)cc2)c(C)c1 | 3.4% | 4.1% | -0.1% | 6.3% | -0.8% | -6.2%[46.1 µM] | -8.5% | -7.6%
COc1ccc(CNC(=O)NS(=O)(=O)c2ccc(C)cc2)cc1 | 4.5% | 8.4% | 1.1% | -13.2% | / | / | / | /
CN(Cc1ccccc1)S(=O)(=O)c1ccc2c(c1)OCCO2 | 4.5% | 9.3% | -2.6% | 6.5% | -1.0% | -2.8%[46.1 µM] | -12.7% | 3.0%
O=c1c2oc3ccccc3c2n(Cc2cccc(Cl)c2)c(=O)n1Cc1ccco1 | / | / | 0.3% | -5.7% | -0.4% | / | -19.4% | 5.7%
CCS(=O)(=O)c1ccc2oc(SCC(=O)N3c4ccccc4CC3C)nc2c1 (stereo not given) | -2.9% | 2.7% | -2.9% | -6.4% | 2.1% | -9.6%[46.1 µM] | -16.6% | 6.4%
COc1ccccc1N1CCN(S(=O)(=O)c2c(C)sc3ncn(CC(=O)N(C)c4ccc(Cl)cc4)c(=O)c23)CC1 | / | / | -1.1% | 1.4% | 1.7% | / | -18.9% | 1.4%
COC(=O)CCN(C(=O)c1ccc(C)c([N+](=O)[O-])c1)c1ccccn1 | 4.5% | 1.0% | 0.3% | 2.7% | 2.6% | 17.5% | 0.9% | 1.1%
CCCc1ccc(OCC(=O)Nc2sc3c(c2C(=O)OCC)CCC(C(C)(C)C)C3)cc1 (stereo not given) | / | / | 10µM*[quencher] | ? | -1.6% | / | -1.0% | 2.4%
Cc1ccc(C(=O)NC(=S)NCC2CCCO2)cc1Br (stereo not given) | -7.1% | 6.7% | -3.4% | 3.4% | -1.6% | -1.6% | -8.8% | -2.7%
CC1CCN(C(c2ccccc2)c2sc3nc(-c4ccco4)nn3c2O)CC1 (stereo not given) | / | / | -0.4% | 1.5% | 0.0% | / | -1.8% | 4.8%
COCCN(Cc1cc2cc3c(cc2nc1Cl)OCO3)C(=O)c1cccc(C)c1 | 4.1% | 26.8% | -1.3% | -6.9% | 0.0% | -4.3% | -15.7% | 5.8%
O=C(NCCCn1ccnc1)C1CC(c2ccccc2Cl)=NO1 (stereo not given) | 6.1% | 2.3% | 1.2% | -1.2% | -0.1% | 3.7% | -8.9% | -1.1%
COc1ccccc1NC(=O)CSc1nc2c(oc3ccccc32)c(=O)n1-c1ccccc1F | / | / | -16.4% | 2.9% | 0.8% | / | -16.3% | ?
Cc1nnc(NC(=O)CSc2nnc(-c3ccccc3)n2C)s1 | -4.1% | 3.8% | -4.1% | 4.1% | 0.0% | -5.5% | 5.9% | 4.8%
Cc1nc(C)c(C(=O)NNC(=O)Nc2ccc(Cl)cc2)s1 | 3.0% | 11.0% | -0.1% | -4.8% | 0.1% | -1.2% | 0.1% | -4.0%
O=C(CSc1ccc2c(c1)OCCO2)Nc1ccc(Br)cc1 | -5.5% | 0.3% | -2.7% | 8.1% | -1.9% | -11.2%[46.1 µM] | -8.9% | -11.0%
O=C(CCC(=O)N(c1ccccc1)C(C(=O)NC1CCCC1)c1ccncc1)Nc1cccnc1 (stereo not given) | -2.9% | 3.0% | -3.3% | -2.7% | -1.5% | -4.0%[46.1 µM] | 3.9% | 4.9%
CCCCn1c(=O)[nH]c(=O)c2c1nc(-c1ccsc1)n2Cc1ccccc1 | 4.4% | -0.8% | -3.5% | 8.0% | -1.0% | -5.2%[46.1 µM] | -11.2% | -5.3%
Cc1nn(CCCC(=O)Nc2cc(C(F)(F)F)ccc2Cl)c(=O)c2c1sc1ccccc12 | / | / | -0.6% | -3.5% | -6.0% | / | 8.5% | ?
CCC(C(=O)N1CCN(c2cc(Cl)ccc2C)CC1)n1nc(C)c2sc3ccccc3c2c1=O (stereo not given) | / | / | -0.1% | -0.9% | -2.9% | / | -10.9% | 4.8%
C=CCn1c(SCC(=O)NCc2ccco2)nc2sc3c(c2c1=O)CCC3 | -1.7% | 10.8% | 3.4% | -19.0% | 2.1% | -23.0%[46.1 µM] | 7.9% | -3.3%
COC(=O)CN1CCN(C(c2ccccc2)c2ccccc2)CC1 | 4.5% | 11.1% | -0.6% | -4.0% | 0.0% | -1.6%[46.1 µM] | 5.9% | 1.8%
O=C(Nc1ccc(S(=O)(=O)Nc2nccs2)cc1)c1ccc(S(=O)(=O)N2CCOCC2)cc1 | 0.7% | 2.7% | -4.8% | -8.2% | -0.9% | 17.4% | -23.8% | -6.5%
COc1c(C=O)c(=O)[nH]c2c(OC)cccc12 | 5.9% | 25.6% | -1.2% | 0.2% | 2.3% | / | -9.2% | -3.5%
Cc1nc(N2CCCC2)ncc1C(=O)Nc1ccc(OC(F)(F)F)cc1 | / | / | -0.7% | 1.4% | -3.5% | / | -18.6% | -2.5%
CNC1=C([N+](=O)[O-])CC([N+](=O)[O-])=C(N2CCNCC2)N1C | -4.9% | 3.5% | 0.1% | 14.0% | -1.1% | 12.1% | -2.5% | -10.2%
Cc1ccc(S(=O)(=O)N2CCCCC2)cc1NC(=O)CSc1nnnn1C | -11.3% | ? | -3.1% | 3.5% | -0.6% | 3.6% | 2.1% | 7.9%
